Screens as filed in PubChem BioAssay.
RXFP1 ag: activates the human relaxin receptor RXFP1 | Q9HBX9 | HEK293T-RXFP1 cAMP TR-FRET, 30 min; response scale: percent of porcine relaxin response, buffer zero | Potency, µM (top dose mostly 57.5 µM), for the others: top-dose activation, most hits filed as activators | 0.3% of 370,000 active | AID 2676; active = well fitted activation curve with a large enough effect; inconclusive = small, poorly fitted or top-dose-only effect; note: potency is the fitted concentration of half-maximal effect; % is set by controls: 0 for no effect and ±100 for the full control effect; nearly all actives have a fitted effect of over 60% in size; many of its hits are not listed in these tables
Target sequence (Q9HBX9 whole entry, looked up): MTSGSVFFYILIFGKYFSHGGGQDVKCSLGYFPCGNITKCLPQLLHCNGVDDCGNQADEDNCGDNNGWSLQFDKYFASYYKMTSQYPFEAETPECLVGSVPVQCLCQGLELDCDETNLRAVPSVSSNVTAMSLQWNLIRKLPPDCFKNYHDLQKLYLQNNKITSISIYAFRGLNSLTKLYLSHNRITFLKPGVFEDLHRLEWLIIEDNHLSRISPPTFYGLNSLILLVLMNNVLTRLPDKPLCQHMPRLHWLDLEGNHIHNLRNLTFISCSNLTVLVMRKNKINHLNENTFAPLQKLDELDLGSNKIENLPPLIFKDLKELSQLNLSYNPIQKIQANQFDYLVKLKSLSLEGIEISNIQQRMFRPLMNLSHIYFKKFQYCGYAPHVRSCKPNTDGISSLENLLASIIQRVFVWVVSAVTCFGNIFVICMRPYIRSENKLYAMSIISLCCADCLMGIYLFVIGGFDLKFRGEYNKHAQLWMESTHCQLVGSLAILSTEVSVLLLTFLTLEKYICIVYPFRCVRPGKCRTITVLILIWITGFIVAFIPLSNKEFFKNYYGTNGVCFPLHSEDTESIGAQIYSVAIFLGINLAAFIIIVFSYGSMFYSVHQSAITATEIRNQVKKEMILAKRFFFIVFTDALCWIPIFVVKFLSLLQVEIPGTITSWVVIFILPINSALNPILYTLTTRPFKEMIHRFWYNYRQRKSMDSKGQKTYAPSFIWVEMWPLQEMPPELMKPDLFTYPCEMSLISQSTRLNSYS
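Agonist response is measured as cAMP accumulation in an RXFP1-transfected HEK293T line under PDE4 inhibition. Values are scaled between buffer-only and 29 nM porcine relaxin, and EC50s come from standard Hill equation fits.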
D2 agonist: agonists of human D2 dopamine receptor | P14416 | HEK293 T-REx D2 cells, calcium flux agonist mode | activation, % at 2 µM | 0.53% of 340,000 active;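 active = activation over 3 SD above normal in the single-dose calcium agonist read, cut at about 30% in these data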; note: 0% is about no effect
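HEK293 Trex D2 cells, tetracycline-induced, o/n 30 C 5% CO2; no-wash Ca dye, RT 30–90 min; 10-cycle baseline, 23 nl cpd added, kinetic Ca read 180 s; agonist hits = positive Ca response.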
RXFP1 antagonist: antagonists of human relaxin receptor RXFP1; activity change, negative = inhibition, % at 57.5 µM; HEK293-RXFP1, relaxin-stimulated cAMP HTRF, 30 min; hits give low values; 0.59% of 350,000 active;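 active = activity change of -60% or lower, but not beyond a set lower limit; inconclusive = change between -60% and -40%, or beyond the set limit; inactive = change above -40%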; note: % is set by controls: 0 for no effect and ±100 for the full control effect
D2 PAM: positively modulates the human D2 dopamine receptor allosterically. P14416. HEK293 T-REx D2, calcium flux, EC20 dopamine potentiation. potentiation, % at 10 µM. 0.34% of 340,000 active;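 active = potentiation over 3 SD above the plate norm, cut at about 30% in these data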; note: 0% is about no effect
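Tetracycline-induced HEK293 T-REx cells force-coupled to calcium signalling expressed D2; compounds were pin-added after a 10 s baseline, read kinetically 180 s, then an EC20 dopamine challenge followed with a further 180 s calcium read.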
D1 potentiator: human D1 dopamine receptor positive modulation; P21728; HEK293 TREx D1 cells, calcium flux, dopamine EC20 potentiation; potentiation, % at 10 µM; 0.036% of 360,000 active; AID 504651; in the data active = potentiation above about 30%; note: 0% is about no effect
D1 ag: activates the human D1 dopamine receptor | P21728 | HEK293 T-REx D1 cells, calcium flux, agonist mode | activation, % at 2 µM | 1% of 360,000 active | AID 504660; in the data active = activation above about 30%; note: 0% is about no effect
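Tetracycline-induced HEK293 TREx D1 cells, force-coupled to calcium signalling, were dye-loaded with a no-wash calcium kit. Compound was pin-added after a 10 s baseline. Fluorescence was read kinetically at 1 cycle/s for 180 s, with calcium rises flagged as agonism.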
D1 antagonist: human D1 dopamine receptor antagonism. 3.2% of 360,000 active. AID 504652. HEK293 TREx D1 cells, calcium flux, dopamine EC80; hits give low values. activity change, negative = inhibition, % at 10 µM. P21728; in the data active = activity change below about -30%; note: % is set by controls: 0 for no effect and ±100 for the full control effect
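Compound effects on dopamine-evoked calcium signalling were measured in tetracycline-induced HEK293 Trex D1 cells. Dopamine at EC80 followed a 180 s compound pre-read, and fluorescence was tracked kinetically for 180 s more.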
TRHR PAM: TRH receptor (human) allosteric enhancement; TRHR cells, fluo-8 calcium fluorescence, EC20 TRH enhancement; enhancement, % at 2 µM; 0.66% of 360,000 active; in the data active = enhancement above about 30%; note: 0% is about no effect
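TRHR-expressing cells loaded with fluo-8 calcium dye were read kinetically (ex 480/em 530) during compound addition, then stimulated with an EC20 of TRH (10 nM final). Enhancement of the Gq-mediated intracellular calcium response was scored.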
D2 antagonist: D2 dopamine receptor (human) antagonism; HEK293 TREx D2 cells, calcium flux, dopamine EC80; inhibition, % at 10 µM; 2% of 340,000 active; AID 485344; in the data active = inhibition above about 30%; note: 0% is about no effect
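HEK293 T-REx D2 cells, tet-induced, calcium dye no-wash. Cpd pintool add, 180 s kinetic, then EC80 DA, 180 s kinetic. Ca flux read.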
The depositor's hits bear a star; ? = inconclusive; · = no result given; & = joins results of further samples.

Order of results – D2 PAM	TRHR PAM	D2 antagonist	RXFP1 ag	RXFP1 antagonist	D1 potentiator	D1 antagonist	D1 ag	D2 agonist
> CCCCn1c(C)c(C(=O)OCC)c2c(CN3CCOCC3)c(O)ccc21
    2	5	4	0.6%	9	-10	-4	1	-1.2
> CCOP(=O)(/C=C(\Cl)c1ccccc1)C(O)c1ccc(F)cc1 (stereo unspecified)
    5	0	8	0.8%	7	-8	-12	1	0.9
> COCCNC(=O)CN1C(=O)C(C)N=C(c2ccccc2)c2cc(Cl)ccc21 (stereo unspecified)
    -5	-5	-21	2.7%	0	6	-4	8	0.7
> CC1=Nc2ccccc2/C1=C/c1c(O)[nH]c(=O)[nH]c1=O
    19	3	-9	0.4%	7	0	23	-2	-1.4
> COc1ccc(CCn2c(O)c(C=NCc3ccc4c(c3)OCO4)c(=O)[nH]c2=O)cc1OC
    10	24	1	1.4%	-11	-5	18	0	0.3
> COC1=CCC2([N+](=O)[O-])CN(C)CC1([N+](=O)[O-])C2 (stereo unspecified)
    10	12	5	-0.5%	2	-1	-6	3	0.2
> CCN(CC)CCCN=Cc1c(O)n(-c2ccccc2F)c(=O)[nH]c1=O
    -2	2	4	-0.6%	-16	-6	17	1	0.4
> O=C(N/N=C/c1c(O)n(CCC2=CCCCC2)c(=S)[nH]c1=O)c1ccccc1
    -9	-5	10	1.6%	10	3	4	1	-1.2
> COc1ccc(N2C(=O)CC(=O)NC2=O)cc1
    1	4	-3	1.3%	5	-6	-79*	1	0.2
> O=C1CC(=O)N(c2cccc(C(F)(F)F)c2)C(=O)N1
    4	1	16	-0.7%	11	-1	-1	9	4.3
> C=C1C2C[C@@]3([C@@H]1O)[C@@H](C[C@@H]2O)[C@@]12C4[C@@H]3C[C@@H]1[C@@](C)(CC[C@@H]2O)CN4CC
    ·	-3	·	0.3%	·	1	22	0	·
> CC1(C)C(C(=O)N2CCN(C(=O)c3ccccc3)CC2)C1(C)C
    -7	0	10	0.3%	-11	-1	1	1	0.6
> CC(=O)N1CC(=O)Nc2ccc(F)cc2C1c1ccccc1 (stereo unspecified)
    -7&8	2&-5	-10	2.4%&-4.4%	-3&3	1&0	3&0	2&2	-1.1
> O=[N+]([O-])c1cccc(NP(=O)(Oc2ccccc2)Oc2ccccc2)c1
    1	5	-25	-0.2%	-23	-2	6	5	-0.2
> Cc1ccc(-c2cc(-c3ccccc3)cc(-c3ccccc3)[n+]2-c2ccccc2C(=O)O)cc1
    -8	-1	-9	1.9%	·	-3	-4	3	-0.4
> COC(=O)C1=C(c2ccc(-c3ccccc3)c(F)c2)C[C@@H]2CC[C@H]1N2C(=O)NCCCOC(C)C
    -18	5	-7	-0.2%	·	4	0	2	0.2
> COc1ccccc1CCNC1CCCCCC1
    4	6	9	-0.4%	-20	-8	30	8	1.6
> CCC(=Nc1ccc2c(c1)CCC2)c1c(O)n(C2CCCCC2)c(=O)[nH]c1=O
    2	16	0	0.6%	-18	-5	-14	0	-1.3
> COC(=O)C1=C(c2ccc(OC(F)(F)F)cc2)C[C@@H]2CC[C@H]1N2C(=O)N1CCC(O)CC1
    5	2	0	-0.7%	·	2	13	0	-1.2
> O=C(NCc1ccc(C(=O)N2CCC3(CC2)OCCO3)cc1)c1cccc(Br)c1
    -2	-1	3	1.7%	-5	-3	-13	3	1.1

At a glance, part of the list above.
Order of results – D2 PAM	TRHR PAM	D2 antagonist	RXFP1 ag	RXFP1 antagonist	D1 potentiator	D1 antagonist	D1 ag	D2 agonist
> CCCCn1c(C)c(C(=O)OCC)c2c(CN3CCOCC3)c(O)ccc21
    2	5	4	0.6%	9	-10	-4	1	-1.2
> CCOP(=O)(/C=C(\Cl)c1ccccc1)C(O)c1ccc(F)cc1 (stereo unspecified)
    5	0	8	0.8%	7	-8	-12	1	0.9

Next section
Order of results – D2 PAM	TRHR PAM	D2 antagonist	RXFP1 ag	RXFP1 antagonist	D1 potentiator	D1 antagonist	D1 ag	D2 agonist
> Nc1ccccc1-[n+]1c(-c2ccccc2)cc(-c2ccccc2)cc1-c1ccccc1
    1	4	29	-1.3%	-35	1	17	0	20
> CC(C)c1ccc(-n2c(O)c(/C=N/NC(=O)c3ccncc3)c(=O)[nH]c2=O)cc1
    -6	-7	14	-0.3%	17	-2	-1	2	-0.5
> CCC(=NCCO)c1c(O)n(-c2ccc(Cl)cc2)c(=O)[nH]c1=O
    3	19	14	-0.2%	13	3	-7	5	0.5
> O=C(COc1ccccc1)N1CCN(CC2CC3C=CC2C3)CC1 (stereo unspecified)
    -25	-1	10	-2.0%	-2	0	-11	2	-0.2
> Cc1ccc(C)c(OCC(=O)N2CCN(Cc3ccc4c(c3)OCO4)CC2)c1
    -9	0	-8	5.8%	-22	9	-16	4	-0.2
> CCCCCCCSc1cc(OC)c(CCN(C)C)cc1OC
    ·	4	·	-3.6%	?	7	7	201*	·
> COc1ccc(OC)c(N2C(=O)NC(=O)/C(=C/c3ccc([N+](=O)[O-])s3)C2=O)c1
    10	7	5	0.0%	-30	0	12	18	0.7
> CC(NC(=O)Oc1ccccc1)C(c1cccs1)N1CCOCC1 (stereo unspecified)
    15	1	11	1.9%	5	-4	6	-1	-0.6
> CCN(CC)c1ccc(N=Cc2c(O)n(-c3ccccc3)c(=O)[nH]c2=O)cc1
    8	4	-7	2.3%	-4	-1	-1	86*	-0.5
> O=C(COc1ccccc1Cl)N1CCN(CCc2ccncc2)CC1
    19	2	·	2.6%	-4	-1	4	10	-1.4
> OC(c1ccc(F)cc1)(c1ccc(F)cc1)[C@@H]1CCCN1
    0	0	-3	0.3%	-14	-3	3	3	0.8
> CCN(CC)c1ccc(C=C2C(=O)NC(=S)NC2=O)cc1
    7	-8	-4	1.8%	?	-6	6	0	0.9
> COc1ccc(-n2c(O)c(/C=C3\C=Nc4ccc(Br)cc43)c(=O)[nH]c2=O)cc1
    11	5	-1	0.6%	-14	0	5	10	-0.4
> O=c1c(C=NCc2cccs2)c(O)n(C2CCCCC2)c(=O)n1C1CCCCC1
    0	0	8	1.9%	-15	-11	-1	2	-0.3
> Nc1c(C(=O)NCc2ccco2)c2nc3ccccc3nc2n1CCN1CCOCC1
    -1	3	-23	3.9%	5	-4	3	2	0.3
> CC(C)(C)c1cc(C=C(C#N)C#N)cc(C(C)(C)C)c1O
    -3	-1	20	1.4%	·	-4	-23	17	7.3
> CCOP(=O)(OCC)/C(C#N)=C/c1ccoc1
    6	6	-4	0.8%	-5	-7	7	3	0.7
> Cc1ccc(C)c(NP(=O)(Oc2ccccc2)Oc2ccccc2)c1
    7	-10	1	-1.9%	-7	-3	16	7	-1.2
> COc1ccc(OCC#CCN2CCNCC2)cc1
    12	5	-2	-0.7%	3	-2	-28	-3	-0.7
> CC1(C)NCCN2C(=O)CSC21 (stereo unspecified)
    12	-3	16	3.0%	-3	-4	7	0	0.0
> C[C@H]1CCCC(=O)CCCCCc2cc(O)cc(O)c2C(=O)O1
    9	5	14	1.2%	·	-4	2	0	-2.4
> COC(=O)C1=C(c2cccc(OCc3ccccc3)c2)C[C@@H]2CC[C@H]1N2C(=O)NCCN1CCOCC1
    6	3	10	2.2%	·	-2	4	-1	-0.6
> O=C(COc1ccccc1F)N1CCN(CCN2C(=O)c3cccc4cccc(c34)C2=O)CC1
    8	-8	1	-1.4%	-18	-1	3	2	0.3
> Cn1c(O)c(/C=N/NC(=O)c2ccncc2)c(=O)[nH]c1=S
    4	-5	-4	-0.5%	0	0	7	1	1.1
> CC(C)C(=O)Nc1ccc(S(=O)(=O)N2CC3CC(C2)c2cccc(=O)n2C3)cc1 (stereo unspecified)
    5	5	-7	2.0%	0	-5	-20	0	15
> CN(C)C(=O)Oc1c(Cl)cc(Cl)c2ccccc12
    1	0	-27	-0.1%	-13	-3	10	2	-0.2
> N=C1SCC(=O)N1Cc1ccccc1
    -2	-6	10	2.3%	-8	-4	-31*	3	0.3
> COc1cccc(N2C(=O)NC(=O)/C(=C\c3ccc([N+](=O)[O-])s3)C2=O)c1
    4	1	9	-0.4%	-6	5	17	7	1.1
> Cc1ccc(-n2c(/C=C/c3ccccn3)nc3ccccc3c2=O)cc1
    14	-9	1	0.1%	-8	2	8	0	0.8
> Nc1c(C(=O)NCc2ccco2)c2nc3ccccc3nc2n1Cc1ccc(F)cc1
    6	2	4	2.6%	-3	3	13	6	0.4
> Fc1ccccc1CNC1CN2CCC1CC2 (stereo unspecified)
    2	-3	16	0.5%	-1	0	2	3	0.2
> O=C1NC(=O)C(=Cc2cccc(OCCOc3ccccc3)c2)C(=O)N1
    -12	0	0	1.2%	-15	-1	-4	5	-0.6
> O=C(C1CCN(S(=O)(=O)c2ccccc2)CC1)N1CCC2(CC1)OCCO2
    2	3	-9	-0.6%	9	-1	·	-1	-0.3
> Cn1cc(C(=O)N2CCOCC2)c2ccccc21
    -2	-3	16	-0.6%	1	-2	11	3	8.1
> COc1cc(C[C@@H](C)N)c(OC)cc1I
    -10	8	11	0.0%	·	-4	6	10	3.8

Of the compounds above, 2 contain bromine:
Order of results – D2 PAM	TRHR PAM	D2 antagonist	RXFP1 ag	RXFP1 antagonist	D1 potentiator	D1 antagonist	D1 ag	D2 agonist
> O=C(NCc1ccc(C(=O)N2CCC3(CC2)OCCO3)cc1)c1cccc(Br)c1
    -2	-1	3	1.7%	-5	-3	-13	3	1.1
> COc1ccc(-n2c(O)c(/C=C3\C=Nc4ccc(Br)cc43)c(=O)[nH]c2=O)cc1
    11	5	-1	0.6%	-14	0	5	10	-0.4

Sorted by length of the SMILES (descending): six of the compounds above
Order of results – D2 PAM	TRHR PAM	D2 antagonist	RXFP1 ag	RXFP1 antagonist	D1 potentiator	D1 antagonist	D1 ag	D2 agonist
> COc1cccc(N2C(=O)NC(=O)/C(=C\c3ccc([N+](=O)[O-])s3)C2=O)c1
    4	1	9	-0.4%	-6	5	17	7	1.1
> O=C(COc1ccccc1F)N1CCN(CCN2C(=O)c3cccc4cccc(c34)C2=O)CC1
    8	-8	1	-1.4%	-18	-1	3	2	0.3
> CCN(CC)c1ccc(N=Cc2c(O)n(-c3ccccc3)c(=O)[nH]c2=O)cc1
    8	4	-7	2.3%	-4	-1	-1	86*	-0.5
> O=C(C1CCN(S(=O)(=O)c2ccccc2)CC1)N1CCC2(CC1)OCCO2
    2	3	-9	-0.6%	9	-1	·	-1	-0.3
> CCCCn1c(C)c(C(=O)OCC)c2c(CN3CCOCC3)c(O)ccc21
    2	5	4	0.6%	9	-10	-4	1	-1.2
> OC(c1ccc(F)cc1)(c1ccc(F)cc1)[C@@H]1CCCN1
    0	0	-3	0.3%	-14	-3	3	3	0.8

Not all compounds are listed, so the mix of outcomes need not match the whole.
